Source: PubChem BioAssay
CatG inh = inhibitors of human cathepsin G; P08311; purified enzyme, AMC-tetrapeptide fluorescence, pooled mixtures; inhibition, % at 5 µM (by protocol); 0.2% of 62,000 active;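 active = inhibition above 20% in each of the two mixture wells holding the compound; inactive = inhibition of 20% or less in either well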;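 also: 0% = enzyme control without mixture and 100% = blank lacking enzyme; strong numbers were not always called active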
Target sequence (P08311 21-244 limits assumed): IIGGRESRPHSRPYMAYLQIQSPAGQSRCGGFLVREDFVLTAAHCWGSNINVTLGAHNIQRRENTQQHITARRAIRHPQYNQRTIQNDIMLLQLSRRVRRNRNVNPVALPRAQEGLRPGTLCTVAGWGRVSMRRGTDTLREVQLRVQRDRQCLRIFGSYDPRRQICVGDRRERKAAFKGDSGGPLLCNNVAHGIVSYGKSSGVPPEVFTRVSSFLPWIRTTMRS
CatS inh = blocks human cathepsin S protease activity | 0.06% of 62,000 active | inhibition, %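 (tested at 5 µM per compound within 10-compound mixtures)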 | recombinant cathepsin S, AMC dipeptide fluorescence, pooled mixtures; in the data active = inhibition above about 32%, passing the limit was not always enough;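 also: 0% = enzyme without compound and 100% = blank without enzyme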
C1s inh = human complement C1s inhibition; P09871; purified C1s, fluorogenic AMC substrate, pooled mixtures; mean inhibition % of two 10-compound mixtures (stronger effect = higher value), % at 5 µM (by protocol); 0.16% of 62,000 active;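 active = inhibition above 20% in each of the two 10-compound mixture wells holding the compound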;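 also: 0% = enzyme wells lacking compound mixture and 100% = no-enzyme blank wells; some compounds called inactive have numbers as strong as hits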
CatB inh = human cathepsin B inhibition; purified cathepsin B, fluorogenic substrate, fluorescence; inhibition, %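 (tested at 10 µM)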; 0.1% of 63,000 active; AID 453; in the data active = inhibition above about 21%;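 also: 0% = enzyme with no compound and 100% = no enzyme blank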
A340 absorber = compounds absorbing at 340 nm; fold change at 10 µM; 65,000 tested, under 10 active; compound absorbance at 340 nm, fold over control;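 active = at 10 µM dose, initial 340 nm absorbance at least 2 fold that of control wells; inactive = change under 2 fold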;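 also: initial absorbance extrapolated from kinetic A340 decline of NADH oxidation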
CatB mix inh = inhibitors of human cathepsin B in compound mixtures | P07858 | Purified cathepsin B, AMC dipeptide fluorescence | inhibition, %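 (ten-compound pools at 5 µM per compound and 50 µM total)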 | 0.06% of 62,000 active; in the data active = inhibition above about 22%, passing the limit was not always enough;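 also: 0% = enzyme without compound and 100% = no enzyme blank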
CatL block = blocks human cathepsin L protease activity. P07711. purified cathepsin L, fluorogenic substrate, fluorescence. inhibition, %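 (tested at 10 µM)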. 0.17% of 58,000 active. AID 460; in the data active = inhibition above about 45%;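 also: 0% = enzyme with no compound and 100% = no enzyme blank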
Target sequence (P07711 114-288 limits assumed): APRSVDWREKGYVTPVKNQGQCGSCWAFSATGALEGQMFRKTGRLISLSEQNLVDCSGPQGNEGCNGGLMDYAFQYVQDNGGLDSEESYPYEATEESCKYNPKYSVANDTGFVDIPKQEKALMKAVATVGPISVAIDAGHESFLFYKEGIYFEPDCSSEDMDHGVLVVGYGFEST
Target sequence (P07711 292-333 limits assumed): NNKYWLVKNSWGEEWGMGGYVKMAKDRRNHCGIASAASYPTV
FXIIa mix inh = factor XIIa (human) inhibition, mixture screen; P00748; purified FXIIa, fluorogenic substrate, pooled mixtures; inhibition, % at 5 µM; 0.2% of 62,000 active; AID 684;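 also: 0% = enzyme without compound and 100% = no enzyme blank; some results filed as inactive read as strong as hits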
Target sequence (P00748 20-372 limits assumed): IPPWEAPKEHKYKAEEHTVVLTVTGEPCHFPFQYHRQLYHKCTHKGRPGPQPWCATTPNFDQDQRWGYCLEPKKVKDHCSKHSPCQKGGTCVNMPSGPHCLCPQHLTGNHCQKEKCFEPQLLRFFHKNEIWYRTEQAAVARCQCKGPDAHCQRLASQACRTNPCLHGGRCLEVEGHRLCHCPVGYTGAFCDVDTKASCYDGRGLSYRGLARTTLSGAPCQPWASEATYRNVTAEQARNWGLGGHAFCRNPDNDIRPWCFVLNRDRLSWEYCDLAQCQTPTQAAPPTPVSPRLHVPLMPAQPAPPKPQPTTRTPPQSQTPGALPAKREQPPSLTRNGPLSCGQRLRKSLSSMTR
Target sequence (P00748 373-615 limits assumed): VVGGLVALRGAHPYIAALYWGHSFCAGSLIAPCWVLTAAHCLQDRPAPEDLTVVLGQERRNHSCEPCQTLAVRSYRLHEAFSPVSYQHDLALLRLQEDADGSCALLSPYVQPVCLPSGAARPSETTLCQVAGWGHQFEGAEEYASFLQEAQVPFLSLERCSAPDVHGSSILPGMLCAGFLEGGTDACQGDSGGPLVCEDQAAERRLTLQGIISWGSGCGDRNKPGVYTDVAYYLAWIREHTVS
FXIa inh mix = inhibitors of human coagulation factor XIa, pooled mixtures | P03951 | inhibition, % at 5 µM | 0.19% of 62,000 active | AID 680 | purified FXIa, fluorogenic substrate;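 also: each value is inhibition by a whole ten-compound pool holding the compound; 0% = enzyme with no mixture and 100% = wells lacking enzyme; strong numbers were not always called active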
Starred values were filed as active, the others as inactive; x = not tested or not shown. Rule as the data show it, unless noted: active = inhibition above about 20% (passing the limit was not always enough); inactive = the rest. An excerpt (hit frequency here may not be typical).

Sample of the layout:
SMILES	CatG inh	CatS inh	C1s inh	CatB inh	A340 absorber	CatB mix inh	CatL block	FXIIa mix inh	FXIa inh mix
CSCCC(NC(=O)c1ccco1)C(=O)OC(C)C(=O)NC(=O)NC1CCCCC1 (stereo not given)	-18.3	-20.5	-39.5	-1.8	0.99	-10.0	8.1	11.8	-31.4
Cc1cc(NC(=O)CCCC(=O)OCC(F)(F)C(F)F)cc(C)c1C(=O)O	0.5	-5.2	-7.8	2.9	1	0.3	-4.3	0.0	6.4
COC(=O)C(CCSC)NC(=O)CNC(=O)C1CCCCC1 (stereo not given)	-0.1	12.1	-16.3	5.1	1.04	0.8	13.9	8.8	-0.4
CN1CCCC(OC(=O)c2cc(Cl)ccc2Cl)C1 (stereo not given)	-9.2	-1.0	-27.3	2.5	1.01	2.0	-6.3	7.8	-1.3

Main list (from the top)
SMILES	CatG inh	CatS inh	C1s inh	CatB inh	A340 absorber	CatB mix inh	CatL block	FXIIa mix inh	FXIa inh mix
CSCCC(NC(=O)c1ccco1)C(=O)OC(C)C(=O)NC(=O)NC1CCCCC1 (stereo not given)	-18.3	-20.5	-39.5	-1.8	0.99	-10.0	8.1	11.8	-31.4
Cc1cc(NC(=O)CCCC(=O)OCC(F)(F)C(F)F)cc(C)c1C(=O)O	0.5	-5.2	-7.8	2.9	1	0.3	-4.3	0.0	6.4
COC(=O)C(CCSC)NC(=O)CNC(=O)C1CCCCC1 (stereo not given)	-0.1	12.1	-16.3	5.1	1.04	0.8	13.9	8.8	-0.4
CN1CCCC(OC(=O)c2cc(Cl)ccc2Cl)C1 (stereo not given)	-9.2	-1.0	-27.3	2.5	1.01	2.0	-6.3	7.8	-1.3
COc1cc(OC)cc(N(C(=O)c2ccco2)C(C(=O)NC2CCCC2)c2ccc(N(C)C)cc2)c1 (stereo not given)	4.3	0.3	-9.6	1.4	0.98	1.5	22.5	-9.5	4.2
CCOC(=O)C1CCN(C(=O)Cc2c(C(=O)O)[nH]c3ccccc23)CC1	-4.8	-17.0	-3.7	0.8	1.02	-2.6	0.0	-2.6	6.1
Cc1ccc(-c2cc(C(=O)NCc3cccnc3)no2)cc1	-1.3	0.8	0.7	-4.4	1.03	1.6	7.9	5.2	3.5
CC1=Nn2c(nnc2-c2ccco2)SC1	-5.8	-8.0	0.8	-4.6	1.01	-4.6	9.8	6.4	11.2
CCOc1ccc(NCc2nnc(SCC(=O)Nc3cc(C)on3)n2-c2ccc(OC)cc2)cc1	9.5	1.5	14.4	1.1	1.02	2.3	-0.5	-17.0	5.9
CCN(CC)CCNc1ccnc2cc(Cl)ccc12	7.9	-2.2	10.6	1.0	1.1	2.9	8.9	-17.7	5.6
Cc1ncc(CO)c2c1OC(C)(C)OC2	-3.5	-7.7	3.2	-3.1	1	2.8	-9.5	3.1	5.7
CCOC(=O)NC1(C(F)(F)F)C(=O)NC(C)=C1C(=O)OC (stereo not given)	-2.0	6.8	2.0	-2.5	1.05	1.8	-0.1	20.2	-0.3
CC(=O)c1ccc(N2CCN(C(=O)CCCn3c(=S)[nH]c4cc5c(cc4c3=O)OCO5)CC2)cc1	9.3	2.3	2.8	1.4	1.22	3.2	2.3	3.0	3.1
COc1cc2c(cc1OC)C1(NCC2)C(=O)Nc2ccccc21 (stereo not given)	15.5	9.6	10.4	0.5	1.01	4.6	19.7	3.7	9.9
CCn1c(SCC(=O)c2cc(OC)ccc2OC)nnc1-c1ccncc1	10.8	-0.2	14.7	3.4	1.07	3.4	13.2	-5.5	2.9
COc1cc(C(=O)N2CCN(C(=O)C(Cc3cc(C)ccc3C)NC(C)=O)CC2)cc(OC)c1OC (stereo not given)	-1.5	-3.0	1.0	-0.7	1.01	3.0	x	3.3	7.5
COc1ccc(N2C(=O)CC(Sc3nc(C)c4c(n3)CCCC4)C2=O)cc1 (stereo not given)	4.4	12.3	10.2	3.8	0.97	0.2	17.7	6.0	5.4
CNC(=O)NC(=O)COC(=O)CCCOc1ccc(OC)cc1	0.9	12.6	0.6	3.7	1.01	-0.5	0.7	17.1	8.3
CCOc1ccc(-c2nnn(CC(=O)N3CCN(c4ccc(OC)cc4)CC3)n2)cc1OCC	-4.2	-6.8	-9.8	-3.7	1.06	-4.0	x	4.3	6.3
CCCc1cc(=O)[nH]c(SCC(=O)c2c(N)n(C)c(=O)n(C)c2=O)n1	4.3	-5.4	-8.7	5.0	1.03	1.7	x	2.2	-5.6
O=C(OCc1cccc2ccccc12)c1ccc2c(=O)[nH]c(CN3CCOCC3)nc2c1	0.9	0.1	-30.9	-0.8	1	3.9	-1.3	2.5	7.6
CCOC(=O)C1=C(C)N=C2SCCC(=O)N2C1c1sccc1C (stereo not given)	-1.4	-3.5	-10.4	-0.5	1.02	-0.1	-0.9	7.3	1.6
CCN(CC)CC(C)CNC(=O)CC(C(=O)N1CCc2ccccc21)n1ccnc1 (stereo not given)	-2.6	-2.5	-9.5	2.7	1	2.8	-0.4	3.6	-1.1
Cc1ccc(Cl)cc1N1CCN(C(=O)COc2ccc(S(=O)(=O)NC(C)C)cc2)CC1	-0.4	-1.9	4.7	1.2	1.03	0.4	6.4	12.1	0.9
CCN(CC)S(=O)(=O)c1ccc(C(=O)N2CCN=C2SC)cc1	23.0	14.0	13.8	3.1	1.03	2.7	x	6.8	9.6
Cc1cccc(N2CCCn3c2nc2c3c(=O)n(CCN3CCOCC3)c(=O)n2C)c1	9.2	9.6	1.2	6.5	1.01	-0.6	3.8	11.5	-2.8
CCOc1ccccc1OC(=O)c1ccco1	3.4	8.2	9.0	-2.6	1.02	7.2	-5.2	-7.2	4.5
Clc1ccccc1OCCCCN1CCCC1	0.6	4.9	3.3	x	1.04	-2.6	24.5	5.6	-4.9
COc1ccc(OC)c(C(c2nnnn2CCc2ccccc2)N2CCC(C(N)=O)CC2)c1 (stereo not given)	14.6	12.8	9.4	7.7	0.98	4.2	-4.3	-18.0	6.2
O=C(NC1CCCCC1)C1CCN(C(=O)NCc2ccccc2)CC1	8.0	-2.7	9.8	1.6	0.98	5.9	-4.3	10.4	5.2
O=C(Cn1c(-c2ccccc2)noc1=O)Nc1ccc(N2CCCCCC2)cc1	1.2	-7.2	9.6	-4.8	1.01	2.6	-16.6	2.0	5.1
O=C(Cn1[nH]c(=O)c2ccccc2c1=O)OCC(=O)N1CCc2ccccc2C1	0.0	-7.5	-5.8	2.3	1.01	-0.8	-4.2	-24.7	7.8
CSc1ncccc1C(=O)OCc1ccccc1	-7.7	-5.4	-1.0	3.7	0.96	1.7	1.6	-15.7	7.6
CCN(CC)S(=O)(=O)c1ccc(C(=O)NC2=C(C(=O)OC)SCC2)cc1	-5.9	-13.5	-39.0	-5.5	1.03	2.5	19.1	8.7	5.7
Cc1cc(NC(=O)c2ccc(S(=O)(=O)N3CCOCC3)cc2)nc2c1c(=O)oc1ccccc12	13.7	1.1	17.9	2.6	1.16	6.8	3.4	-14.3	-1.7
O=c1c2ccccc2nc(SCc2cc(F)cc3c2OCOC3)n1Cc1ccco1	-1.1	-7.7	-1.5	1.8	1.06	1.0	2.1	-1.3	11.1
N#CC1=C(N)N(c2ccccc2Sc2ccccc2)C(=O)C1	10.4	-5.3	4.5	3.0	0.99	5.2	4.0	-13.0	1.0
Cc1cc(C)nc(SCCn2c(N3CCC(C)CC3)nc3c2c(=O)n(C)c(=O)n3C)n1	11.4	0.1	15.2	3.0	0.98	2.5	1.7	-0.2	1.2
COc1ccc(-n2nnnc2SCC(N)=O)cc1	15.7	10.6	17.5	2.8	1.03	5.7	6.5	15.9	1.5
Cc1ccc(NCCNc2ccc(C)cc2)cc1	-14.3	-0.5	-26.6	-0.1	1.02	-1.8	-3.7	-3.3	0.5
COC(=O)C1=C(C)NC(C)=C(C(=O)OC)C1c1ccc(N(C)C)cc1	-0.8	-5.4	-28.7	-1.2	1.04	4.7	-3.7	10.0	5.3
CCOC(=O)N1CCC(NC(=O)Cn2nc(Cc3ccncc3)c3ccccc3c2=O)CC1	9.7	-9.5	14.3	1.6	1.02	4.1	x	9.6	1.4
COc1ccc(S(=O)(=O)N(CC(=O)N2CCN(c3ccccc3OC)CC2)c2ccccc2)cc1	6.2	15.3	7.5	2.3	0.97	7.0	25.0	-16.3	13.5
N#CCCn1c2ccccc2c2nc3ccccc3nc21	-16.4	-1.1	-14.8	2.8	1.13	0.2	3.4	2.2	-0.6
CCCn1c(CCC(=O)O)ccc1-c1ccc(OC)cc1	-19.2	-25.8	-46.2	0.7	1.03	-13.6	-1.4	5.4	-33.6
CCOC(=O)c1sc2nc(CSc3nc4ccccc4n3CC)[nH]c(=O)c2c1C	0.6	-5.1	0.4	0.8	1.05	4.0	-0.2	-4.6	2.5
CCCc1nc(SCC(=O)Nc2cc(Cl)ccc2OC)c2c(=O)n(C)c(=O)n(C)c2n1	-1.7	0.5	1.3	3.8	1.05	0.8	x	-13.7	5.1
O=C(Nc1ccc(Oc2ccccc2)cc1)c1ccco1	6.7	2.3	3.0	3.2	1.02	-0.2	26.5	3.0	-4.4
COc1ccc(CSc2nc(C)cc(=O)[nH]2)cc1Br	4.1	-1.5	-72.3	5.6	1	0.6	21.8	-13.4	-6.2
O=c1[nH]cnc2nc3n(c12)CCCCC3	7.8	-2.0	4.6	1.0	1.02	-4.7	8.4	-7.7	4.3
COc1cccc(CNC(=O)CCCNS(=O)(=O)c2cccs2)c1	8.8	-3.6	8.7	0.4	1.01	4.2	1.7	5.6	4.3
CCOc1nc(NCCc2ccc(OC)c(OC)c2)nc(NC(C)(C)CO)n1	-1.2	-3.8	-28.9	-8.2	0.97	5.6	-1.0	2.8	9.2
O=C(Nc1nnc(COc2ccccc2)s1)c1ccco1	10.6	-6.7	11.5	0.3	1.1	-0.7	7.2	1.7	4.5
CCCN(CCC)c1ncnc2c1cnn2-c1ccc(OC)cc1	5.1	-11.0	2.5	1.7	1.05	3.5	5.0	0.8	0.4
CCn1c(CNc2ccccc2Cl)nnc1SCC(=O)OC1CCCCC1	0.1	-1.0	1.4	-2.1	0.98	1.4	-1.7	8.1	1.7
C=CCn1cc(C(=O)NCC2CCCO2)c(=O)c2cc(S(=O)(=O)N3CCCCCC3)ccc21 (stereo not given)	8.3	-2.0	-15.5	3.8	1.03	2.4	8.8	1.8	3.8
CCC1CCCCN1CCCNC(=O)Cn1nc(-c2ccccc2)ccc1=O (stereo not given)	-3.3	-1.6	-5.2	-2.3	1	0.3	-8.8	8.1	-5.6
N#Cc1c(N)c(C(=O)c2ccc(Cl)cc2)n2c1CCC2	9.4	-12.9	10.0	1.1	1.11	2.6	11.3	10.5	4.5
COc1ccc(NC(=O)NCc2cccnc2)cc1OC	8.4	-5.7	-8.0	0.0	1.03	5.9	-9.8	1.5	1.9
O=S(=O)(NC1CC1)c1ccc(S(=O)(=O)N2CCN3CCCC3C2)cc1 (stereo not given)	5.6	-5.2	3.3	-2.3	1.02	-3.8	-6.5	9.8	-1.9

The results go on:
SMILES	CatG inh	CatS inh	C1s inh	CatB inh	A340 absorber	CatB mix inh	CatL block	FXIIa mix inh	FXIa inh mix
O=C(Nc1cnn(Cc2ccc(Cl)cc2)c1)c1cnccn1	9.6	3.3	6.8	5.3	1.02	0.7	12.1	2.9	1.6
Clc1ccc(-c2nnc(-c3ccccc3Cl)o2)cc1	2.3	-0.1	-0.9	-1.4	1.03	-4.0	1.4	19.0	8.2
C=CCn1c(C(C)NC(=O)CC)nc2ccccc21 (stereo not given)	8.3	-6.1	10.8	5.6	1.03	-0.7	-2.7	-0.9	7.9
COc1cccc(N(CC(=O)NC2CCCC2)C(=O)Cn2nnc(-c3ccc(C)cc3)n2)c1	-9.0	-32.1	-10.3	-3.5	1.01	2.5	-4.2	-4.3	1.0
Cc1ccc2c(c1)CCCN2C(=O)c1ccoc1C	31.2	-2.1	11.5	6.6	1.05	2.6	5.1	-4.3	7.9
COc1ccc(NCc2ccc3c(c2)OCO3)cc1Cl	3.3	-1.7	3.5	0.7	1.08	-3.0	1.3	5.4	9.3
Cc1ccc(C(=O)NCCNS(=O)(=O)c2ccccc2)cc1	-1.8	-7.1	1.3	3.1	1.02	-1.2	2.9	6.5	11.3
